EPAC2 antagonist: antagonists of human EPAC2. EPAC2 GEF exchange of Rap1B-BODIPY-GDP, fluorescence. Potency, µM (top dose mostly 114 µM), for the others: at the top dose activity, negative = inhibition, hits mostly inhibitors. AID 720708. Q8WZA2. hit rate 0.18% among 360,000; further: potency means the concentration at half of the fitted maximal effect; on the % scale 0 is the no-effect control and ±100 the full control effect; nearly all actives have a fitted effect of over 45% in size; many of its hits are not listed in these tables
Target sequence (Q8WZA2 whole entry, looked up): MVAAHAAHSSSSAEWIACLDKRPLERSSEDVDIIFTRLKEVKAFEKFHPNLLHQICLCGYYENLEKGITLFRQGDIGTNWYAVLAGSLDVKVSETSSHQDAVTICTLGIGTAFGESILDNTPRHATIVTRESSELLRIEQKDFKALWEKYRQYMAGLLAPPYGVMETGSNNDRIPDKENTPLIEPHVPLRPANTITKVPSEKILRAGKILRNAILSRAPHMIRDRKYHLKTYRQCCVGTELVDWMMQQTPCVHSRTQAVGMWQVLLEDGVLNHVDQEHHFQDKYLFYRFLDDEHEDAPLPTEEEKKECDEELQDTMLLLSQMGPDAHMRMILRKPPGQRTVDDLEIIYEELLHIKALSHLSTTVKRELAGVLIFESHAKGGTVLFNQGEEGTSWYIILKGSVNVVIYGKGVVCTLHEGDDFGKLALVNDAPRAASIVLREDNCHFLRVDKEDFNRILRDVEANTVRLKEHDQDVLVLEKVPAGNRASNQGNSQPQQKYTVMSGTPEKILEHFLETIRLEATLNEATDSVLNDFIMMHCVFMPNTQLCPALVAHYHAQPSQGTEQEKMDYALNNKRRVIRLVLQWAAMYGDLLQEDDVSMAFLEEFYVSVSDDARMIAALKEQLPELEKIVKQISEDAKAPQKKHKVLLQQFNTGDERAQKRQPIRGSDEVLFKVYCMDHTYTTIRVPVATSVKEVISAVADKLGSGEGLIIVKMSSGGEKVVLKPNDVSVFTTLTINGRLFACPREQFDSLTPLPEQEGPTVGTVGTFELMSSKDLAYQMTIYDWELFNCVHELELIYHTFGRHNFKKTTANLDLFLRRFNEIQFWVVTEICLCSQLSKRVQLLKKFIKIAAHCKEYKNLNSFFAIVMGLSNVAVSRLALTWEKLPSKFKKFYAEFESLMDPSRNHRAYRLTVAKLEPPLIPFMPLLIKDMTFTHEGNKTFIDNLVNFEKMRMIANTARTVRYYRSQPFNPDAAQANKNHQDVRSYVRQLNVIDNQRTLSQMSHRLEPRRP
Nrf2 ARE act: activates Nrf2 signaling; AREc32 ARE-luciferase reporter (MCF7-derived line), luminescence, 24 h; Potency, µM (doses to about 46.1 µM), for the others: top-dose activation, actives largely listed as activators; hit rate 0.31% among 410,000; further: potency means the concentration at half of the fitted maximal effect; % of control where 0% means no effect; nearly all actives have a fitted effect of over 65% in size
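Reporter line AREc32 (ARE-Fluc), seeded overnight in OPTI-MEM with 5% FBS; compound pin-transferred, 24 hr at 37 deg C, 5% CO2; luminescent read-out.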
A549 tox: A549 cytotoxicity, counter-screen for Nrf2 inhibitors. AID 504648. hit rate 0.16% among 390,000. A549 ARE-Fluc cells, CellTiter-Fluor viability, 18-24 h. Potency, µM (series often up to 46 µM), for inactives: top-dose activity change, negative = cytotoxicity, most hits filed as inhibitors; further: potency means the concentration at half of the fitted maximal effect; on the % scale 0 is the no-effect control and ±100 the full control effect
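A549 ARE_Fluc cells in 5% FBS OPTI-MEM were exposed to compounds in concentration-response for 18-24 h at 37 deg C. Viability was read by CellTiter-Fluor fluorescence (Ex 405/Em 525) after 30 min, before the luciferase read.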
Nrf2 block: inhibitors of Nrf2 signaling | A549 ARE-Fluc reporter, luciferase luminescence, 18-24 h | Potency, µM (top dose mostly 46 µM), for the others: at the highest dose activity change, negative = inhibition, usual class: inhibitors | hit rate 2.1% among 360,000; further: potency means the concentration at half of the fitted maximal effect; on the % scale 0 is the no-effect control and ±100 the full control effect; nearly all actives have a fitted effect of over 60% in size
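A549 ARE_Fluc cells (5000/well, 5% FBS OPTI-MEM) pre-incubated 2 h, then treated with compounds 18-24 h at 37C/5% CO2 in concentration-response. CellTiter-Fluor viability read first; BugLite luciferase luminescence after 15 min at room temperature gives Nrf2 activity.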
MmCpn inh: blocks the Methanococcus maripaludis chaperonin Mm-Cpn; purified Mm-Cpn ATPase, ADP Transcreener TR-FRET; Potency, µM (highest dose often 76.9 µM), without a hit: at the highest dose activity, negative = inhibition, actives largely listed as inhibitors; hit rate 0.031% among 330,000; further: potency means the concentration at half of the fitted maximal effect; on the % scale 0 is the no-effect control and ±100 the full control effect; nearly all actives have a fitted effect of over 80% in size
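ATPase turnover read by TR-FRET ADP competition (Eu cryptate antibody/ADP-d2, 665/590 nm): 10uM ATP final, 25nM Mm-CPN final, 30 min 37degC after 10-min compound preincubation, pH 7.4 Tris/KCl/MgCl2/DTT buffer.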
TGFb SMAD3 inh: TGF-b pathway inhibition; HepG2 CAGA-GFP TGF-b/SMAD3 reporter, GFP fluorescence, 18 h; TGF-beta stimulated, 500 pg/mL final; AID 588855; Potency, µM (doses to about 46.1 µM), for inactives: at the highest dose activity, negative = inhibition, most hits filed as inhibitors; hit rate 1.2% among 410,000; further: potency means the concentration at half of the fitted maximal effect; on the % scale 0 is the no-effect control and ±100 the full control effect; nearly all actives have a fitted effect of over 65% in size
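First, reporter cells (HEPG2 CAGA-GFP) rested 2 h at 37 degrees C. Next, compounds were pinned in and TGF-beta added to 500 pg/mL final. After 18 h, GFP was imaged per cell and summed per well.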
pAkt inh: inhibitors of Akt phosphorylation; activity change, % for hits at 50 µM; hit rate 0.32% among 360,000; Neuro2A IGF-stimulated pAkt S473 HTRF, 20 min; stronger effect = lower value; AID 651550; in the data active means activity change below about -80%; inconclusive means mostly about -51% to -80%; further: on the % scale 0 is the no-effect control and ±100 the full control effect
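Single-point screen (50 µM final compound) in Neuro2A cells stimulated 20 min with 6 nM IGF at 37 deg C. After lysis, Ser473-phosphorylated Akt read by HTRF (ex 330 nm, em 615/665 nm) as the 665/615 ratio.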
EPAC2 agonist: activates human EPAC2 exchange factor; Q8WZA2; EPAC2 activation, biochemical qHTS; response scale: 100% = 6.5 mM cAMP response; Potency, µM (highest dose often 154 µM), without a hit: top-dose activation, hits mostly activators; hit rate 0.079% among 360,000; AID 720711; further: potency means the concentration at half of the fitted maximal effect; nearly all actives have a fitted effect of over 50% in size
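Each well held 100 nM EPAC2, 250 nM RAP1B-BODIPY-GDP and 50 uM GDP. Fluorescence, read at 5-min intervals to 30 min, was referenced to a 6.5 mM cAMP positive control.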
CCT chaperon mod: changes cytosolic chaperonin activity | purified chaperonin ATPase assay, HTRF ADP detection, 30 min | activity change, % (concentration not given with the values), hits read low | AID 651819 | hit rate 0.3% among 360,000; in the data active means activity change below about -30%; further: on the % scale 0 is the no-effect control and ±100 the full control effect
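Nucleotide hydrolysis assay: TRiC at 20–40 nM final (set by batch activity) with 10 uM ATP, 30 min at 37 °C, in presence of 76 uM compound. Detection by competitive ADP HTRF, 30 min ambient.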
An asterisk follows results filed as active; i = inactive; ? = inconclusive; . = not tested or not shown; & = joins results of further samples; [ ] = remark or other dose. Unless noted, the call rests on the fitted dose curve; in most records, active means well fitted curve in the direction sought with a large enough effect; inconclusive means small, poorly fitted or top-dose-only effect, or another doubt; inactive means no such curve, though single readings can be large; an effect the other way counts as inactive or inconclusive. This is a subset. The share of hits here may be higher or lower than overall.

SMILES	EPAC2 antagonist	Nrf2 ARE act	A549 tox	Nrf2 block	MmCpn inh	TGFb SMAD3 inh	pAkt inh	EPAC2 agonist	CCT chaperon mod
COc1ccc(CNC(=O)C(OC(=O)c2nsc(Cl)c2Cl)C(C)C)cc1 (stereo not drawn)	-3.5%	-0.2%	0.8%	3.6%	-3.0%	-5.7%	i	4.9%	-1.4
COCCNC(=O)c1cccc(OC2CCN(Cc3ccc(OC(F)F)cc3)CC2)c1	-1.0%	-0.4%	-1.3%	?	-1.2%	4.1%	i	1.2%	-2.7
CC(C)Oc1ccc(CNC(=O)CCCn2c(=O)c3cccn3c3cccnc32)cc1	.	3.8%	2.4%	-26.8%	.	?	.	.	.
Cc1ccccc1-n1nc2c(c1NC(=O)c1cc3ccccc3oc1=O)CS(=O)C2 (stereo not drawn)	-0.2%	-0.2%	0.8%	4.8%	1.2%	3.0%	i	-4.0%	0.4
O=C(Cn1nnc(-c2ccc(C(F)(F)F)cc2)n1)NCCc1ccccc1	.	0.0%	-1.3%	-10.9%	.	2.6%	.	.	.
O=C(/C=C/c1cccs1)c1cc(F)ccc1OC(=O)N1CCOCC1	12.0%	6.9%	12.7%	14.6%	.	10.1%	i	2.4%	-3.5
COc1ccc(N2CCc3c(C)nc4c(OC)cc(OC)cc4c32)c(OC)c1	2.7%	-0.1%	.	?	-0.6%	0.0%	i	7.4%	0.2
CCOC(=O)C1CCCCN1Cc1cccc(C(F)(F)F)c1 (stereo not drawn)	3.0%	0.3%	-1.6%	6.7%	-0.9%	-4.6%	.	-9.9%	-7.3
COc1cc2c(cc1NC(=O)COCC(=O)O)oc1ccccc12	-7.8%	0.0%	19.6%	8.5%	-5.8%	1.0%	i	0.7%	-1.8
CCOc1ccc(-c2noc(CCCC(=O)NC3CCCC3)n2)cc1OC	0.0%	0.1%	1.3%	-21.7%	-3.3%	-15.9%	i	14.1%	-0.5
O=C(CN1C(=O)NC2(CCCC2)C1=O)Nc1ccc(Cl)cc1F	6.8%	-0.3%	1.3%	6.9%	0.2%	15.1%	i	4.4%	-1.4
C/C(=N\NC(=O)c1ccc(O)cc1)c1ccc2c(c1)Nc1ccccc1S2	3.2%	5.8%	-3.8%	27.4%	-6.9%	?	i	17.9%	-4.1
O=C(CCCN1C(=O)c2ccccc2C1=O)NCc1ccco1	-0.4%	-0.3%	1.7%	.	-0.7%	3.0%	i	5.1%	-3.6
COc1ccccc1NC(=O)c1sc2nc(C)c(C(=O)Nc3ccc(C)cc3C)c(-c3ccc(Br)cc3)c2c1N	.	-1.4%	?	-11.3%[9.27 µM]	.	4.5%	.	.	.
CC(=O)NC(c1cccc(F)c1)c1nc(-c2cccc(F)c2)cs1 (stereo not drawn)	-8.6%	4.9%	.	.	.	10.2%	i	4.0%	-0.5
Cc1ccccc1N=Nc1ccc(O)c2ncccc12	-6.5%	9.3%	-17.3%	-21.1%	2.0%	-13.9%	i	-5.2%	-3.0
Cc1ccc(N(CC(=O)Nc2ccc(C)c(Cl)c2)S(=O)(=O)c2cccs2)cc1	.	-0.1%	2.7%	6.8%	.	-5.0%	.	.	.
CN(C(=O)COC(=O)c1ccc(NS(=O)(=O)c2cccs2)cc1)C1CCCCC1	-2.9%[57.1 µM]	-0.1%	-1.8%	-6.9%	-0.1%	-6.0%	i	-16.6%	1.0
Cc1csc(NC(=O)CSc2nnc(-c3cccs3)n2C)n1	1.4%	-0.7%	3.0%	15.6%	0.7%	-9.7%	i	9.5%	-1.7
COC(=O)c1c(C)[nH]c(C(=O)CSc2ccc(Cl)cc2)c1C	38.7%[activator]	-0.2%	-0.9%	.	0.2%	-16.4%	i	9.5%	3.1
Cn1nnnc1Sc1ncnc2scc(-c3ccccc3Br)c12	-2.9%	?	-2.5%&7.8%	20.6µM*	-3.0%	?	.	15.2%	.
CCOC(=O)Nc1ccc2nc3n(c(=O)c2c1)CCCCC3	10.2%	3.2%	2.3%	?	2.9%	-6.8%	i	2.7%	-2.6
O=C1NC[C@H](Cc2ccc(O)cc2)N(C[C@@H]2CCCN2C[C@H](Cc2ccccc2)N2C[C@H](Cc3ccc(O)cc3)N(CC3CCCCCC3)C(=O)C2=O)C1=O	?	0.0%	.	.	.	.	i	11.5%	1.2
Cc1nn(-c2ccccc2)c(N2CCCC2)c1/C=N/NC(=O)c1cc(-c2ccccn2)nc2ccccc12	-0.1%	3.4%	-13.0%	-8.6%	-3.1%	2.6%	i	15.6%	-1.7
C=CCN1C(=O)CS/C1=N\N=C\c1cccc([N+](=O)[O-])c1	1.0%	4.4%	-5.4%	?	-2.7%	-13.7%	i	14.1%	-0.7
SMILES	EPAC2 antagonist	Nrf2 ARE act	A549 tox	Nrf2 block	MmCpn inh	TGFb SMAD3 inh	pAkt inh	EPAC2 agonist	CCT chaperon mod
Cc1ccc(OCC(O)CN2CCN(CC(O)COc3ccc(C)cc3Cl)CC2)c(Cl)c1 (stereo not drawn)	23.9%	-0.9%	-4.2%[1.84 µM]	0.3%	0.7%	4.5%	i	1.4%	-0.8
COc1ccccc1CCNC(=O)NC1CCCCC1	4.7%	0.2%	1.4%	2.8%	0.7%	-0.6%	i	1.4%	-2.9
Nc1nonc1C(=O)N1CCCC1	1.5%	-0.7%	11.0%	13.6%	-2.0%	4.1%	i	-4.2%	2.9
COc1ccc(NC(=O)CCCN2C(=O)C(c3ccccc3)Oc3cccnc32)c(OC)c1 (stereo not drawn)	-9.9%	-0.5%&0.7%	3.3%&1.0%	?	0.8%	-10.7%&0.0%	i	16.0%	-1.4
COc1ccc(CN2C(=O)CN(C3CCCCCC3)C(=O)C2c2ccc(OC)c(OC)c2)cc1 (stereo not drawn)	-2.3%	2.8%	8.8%	.	-0.9%	-8.1%	i	6.3%	-0.5
Cc1ccccc1-n1nc(C)c2cc(C(=O)NC3CC3)sc21	-3.9%	4.3%	0.4%	-0.8%	0.1%	27.3%	i	2.6%	-1.3
Cc1ccc2c(c1)NC(=O)C(CC(=O)NCCCN1CCCCC1)O2 (stereo not drawn)	9.1%	-0.8%	-5.9%	-1.9%	1.3%	7.4%	i	10.6%	-0.6
CCSC1=NC2(CCN(C(=O)NC3CCCCC3)CC2)N=C1c1ccc(OC)cc1	.	3.7%	12.8%	-8.9%	.	-18.0%	.	.	.
CN(C(=O)N1CCN(S(=O)(=O)c2ccccc2)CC1)c1ccccc1	-3.2%	-0.4%	9.3%	-23.3%	-2.7%	?	i	4.9%	-0.6
C=CCn1c(Oc2ccc(C=O)cc2OCC)nc2c1c(=O)n(C)c(=O)n2C	-10.1%	3.5%	-13.1%	9.0%	0.6%	3.7%	i	8.5%	1.7
Cc1cc(C(=O)N/N=C\c2cc(C(C)(C)C)c(O)c(C(C)(C)C)c2)n[nH]1	-24.5%	-0.3%	0.1%	-2.2%	0.9%	-2.9%	i	-2.8%	0.4
Cc1ccc(C2C=C(c3ccc(Cl)cc3)Nc3nc(NC(=O)c4ccco4)nn32)cc1 (stereo not drawn)	.	4.1%	11.1%	-9.4%	.	14.6%	.	.	.
Cc1cccc(C)c1OCC(=O)Nc1ccncc1	20.1%	3.2%	1.2%	?	-5.2%	0.6%	i	4.0%	-2.1
O=C(O)C1C2C=CC(C2)C1C(=O)N1CCN(CCO)CC1 (stereo not drawn)	-1.3%	-1.0%	-6.6%	-2.2%	-1.2%	0.5%	i	4.4%	-1.7
Oc1c(Cl)cc(Cl)cc1CNc1nc2ccccc2[nH]1	-17.3%	8.7%	4.5%	6.1%	2.7%	-10.8%	i	7.4%	-2.0
Cc1nc2[nH]c(=S)[nH]c2cc1Br	-2.0%	1.9%	-0.2%	.	-1.3%	24.3%	i	-1.7%	-2.3
CN(C(=O)c1cccc(NC(=O)Cc2cccc(NC(=O)C3CCN(C(=O)c4ccccc4)CC3)c2)c1)C1CCCC1	-4.4%	1.1%	6.8%	-15.0%	.	-20.4%	i	5.3%	0.5
CC(=O)NC(C)Cc1cn(Cc2ccccc2)c2ccccc12 (stereo not drawn)	2.8%	-0.2%	0.6%	-17.4%	0.0%	-20.2%	i	6.8%	-0.8
C/C(=N\S(=O)(=O)c1ccc(C)cc1)N1CCCCC1	3.0%	-0.9%	-12.1%	-6.2%	0.8%	-5.6%	i	13.1%	-0.2
O=C(COC(=O)c1ccc([N+](=O)[O-])o1)Nc1ccc2c(c1)OCO2	12.8%	13.5%	-13.8%	0.2%	-1.2%	-40.1%	i	14.6%	-0.4
O=C(CSc1nc2ccccc2o1)N1c2ccccc2Sc2ccc(Cl)cc21	-1.2%	1.3%	8.9%	.	0.0%	3.9%	i	7.7%	-0.2
O=C1c2ccccc2C(=O)N1/N=C/c1ccc(O)c(O)c1O	13.9%	-0.1%	-13.6%	-13.8%	-12.2%	5.0%	i	-0.2%	0.7
CCOC(=O)Nc1nc(-c2ccccc2)c(C(=O)c2ccccc2)s1	-9.0%	2.3%	?	11.9%	?	?	.	0.0%[15.6 µM]	0.4
Cc1nn(C)cc1/C=C/C(=O)c1ccccc1	-0.4%	?	16.5%[1.84 µM]	?	-3.3%	25.8%	?	5.8%	-2.4
COc1ccccc1C(=O)OCCc1ccccc1	-7.7%	4.9%	5.6%	?	.	10.4%	i	13.6%	-0.3

Looked up above.
Result of Cc1nc2[nH]c(=S)[nH]c2cc1Br under A549 tox: -0.2%
Result of O=C(COC(=O)c1ccc([N+](=O)[O-])o1)Nc1ccc2c(c1)OCO2 under MmCpn inh: -1.2%
